Screens from PubChem.
D1 PAM: enhances dopamine response at the human D1 receptor; actives 0.036% (n = 360,000); potentiation, % at 10 µM; HEK293 TREx D1 cells, calcium flux, dopamine EC20 potentiation; in the data active means potentiation above about 30%; further: 0% is about no effect
Target sequence (P21728 whole entry, looked up): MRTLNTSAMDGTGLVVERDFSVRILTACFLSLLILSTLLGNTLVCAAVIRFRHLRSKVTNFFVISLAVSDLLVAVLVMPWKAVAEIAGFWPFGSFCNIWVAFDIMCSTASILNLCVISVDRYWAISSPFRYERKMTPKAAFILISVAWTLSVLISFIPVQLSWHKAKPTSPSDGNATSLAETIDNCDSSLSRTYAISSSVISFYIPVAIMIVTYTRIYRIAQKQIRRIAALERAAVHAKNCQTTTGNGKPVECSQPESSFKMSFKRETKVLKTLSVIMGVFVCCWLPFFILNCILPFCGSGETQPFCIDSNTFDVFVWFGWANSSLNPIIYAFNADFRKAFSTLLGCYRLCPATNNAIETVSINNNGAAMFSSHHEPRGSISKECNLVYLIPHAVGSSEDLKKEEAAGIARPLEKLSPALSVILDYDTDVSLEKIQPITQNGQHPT
Vif-APOBEC3F blk: blocks the Vif interaction with APOBEC3F. HeLa A3F-eYFP + Vif (tagged APOBEC3F with the HIV-1 protein that degrades it), YFP fluorescence increase. actives 0.2% (n = 390,000). Potency, µM (doses to about 46.1 µM), inactives show top-dose activity, negative = active; further: potency means the concentration at half of the fitted maximal effect; % of control where 0% means no effect; nearly all actives have a fitted effect of over 65% in size
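HeLa cells stably expressing Vif plus C-terminally eYFP-tagged A3F were seeded, incubated overnight at 37 deg C, dosed with compound, incubated overnight again at 37 deg C. Yellow fluorescence (Ex 488/Em 500-530) reported blocked Vif-mediated A3F-eYFP degradation.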
RXFP1 agonist: agonists of human relaxin receptor RXFP1. Q9HBX9. HEK293T-RXFP1 cAMP TR-FRET, 30 min; response scale: percent of porcine relaxin response, buffer zero. Potency, µM (doses to about 57.5 µM), for the others: at the top dose activation, hits mostly activators. actives 0.3% (n = 370,000); further: potency means the concentration at half of the fitted maximal effect; on the % scale 0 is the no-effect control and ±100 the full control effect; nearly all actives have a fitted effect of over 60% in size; many of its hits are not listed in these tables
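Agonist response is measured as cAMP accumulation in an RXFP1-transfected HEK293T line under PDE4 inhibition. Values are scaled between buffer-only and 29 nM porcine relaxin, and EC50s come from standard Hill equation fits.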
LDHA block: blocks human lactate dehydrogenase A. AID 1347041. purified LDHA, NADH/diaphorase-resazurin fluorescence; stronger effect = lower value. actives 0.15% (n = 480,000). activity change, % (values are at about 110 or 230 µM); in the data active means activity change below about -30%; inconclusive means mostly about -25% to -30%;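 further: plate controls were DMSO wells for no effect and wells without enzyme for full effect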
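Human LDH5 at 2 nM final in Tris HCl pH 7.4 with 0.06 mM NADH and 0.2 mM pyruvate, reacted 5 minutes at room temperature. Remaining NADH coupled via diaphorase/resazurin; resorufin fluorescence read at 0 and 20 minutes, normalized to enzyme-free and DMSO wells.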
D1 ag: activates the human D1 dopamine receptor; P21728; activation, % at 2 µM; actives 1% (n = 360,000); HEK293 T-REx D1 cells, calcium flux, agonist mode; in the data active means activation above about 30%; further: 0% is about no effect
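Agonism was scored from calcium flux recorded over 180 s (1 read/s) after pintool compound addition, following a 10-cycle baseline. Cells were inducible force-coupled HEK293 TREx D1, plated overnight at 30 C and loaded with no-wash calcium dye.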
Vif-APOBEC3G blk: inhibitors of Vif-APOBEC3G interaction; HeLa A3G-eYFP + Vif (tagged APOBEC3G with the HIV-1 protein that degrades it), YFP fluorescence, overnight; actives 0.076% (n = 410,000); Potency, µM (series often up to 46.1 µM), for inactives: at the highest dose activity, negative = active, most hits filed as inhibitors; Q9HC16;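 further: potency means the concentration at half of the fitted maximal effect; on the % scale 0 is the no-effect control and ±100 the full control effect; nearly all actives have a fitted effect of over 60% in size; hits raise eYFP signal because A3G escapes Vif-driven loss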
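Read-out is eYFP fluorescence (Ex 488/Em 500-530) from Vif-expressing HeLa A3G-eYFP cells; more signal means A3G escaped Vif-mediated degradation. Cells plated overnight, compound pinned in, incubated overnight at 37 deg C.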
GRP78 ERSR act: ER stress response induction in glioma; U87-MG GRP78 promoter luciferase reporter, 16 h; Potency, µM, inactives show at the top dose activation, actives largely listed as activators; actives 0.02% (n = 420,000); further: potency means the concentration at half of the fitted maximal effect; series mostly up to about 76 µM; % of control where 0% means no effect; nearly all actives have a fitted effect of over 35% in size
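ERSR induction read as luciferase luminescence (Bright-Glo, 10 min at room temperature) in stably transfected human U87-MG glioma cells exposed to compounds for 16 h, using GRP78 as sensor.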
D1 antag: antagonists of human D1 dopamine receptor. P21728. HEK293 TREx D1 cells, calcium flux, dopamine EC80; stronger effect = lower value. activity change, negative = inhibition, % at 10 µM. actives 3.2% (n = 360,000). AID 504652; in the data active means activity change below about -30%; further: on the % scale 0 is the no-effect control and ±100 the full control effect
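After overnight tetracycline induction at 30 C, force-coupled D1 HEK293 cells took up a no-wash calcium dye at room temperature. Compounds were added and monitored 180 s, and the response to EC80 dopamine was then recorded.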
D2 PAM: positively modulates the human D2 dopamine receptor allosterically. actives 0.34% (n = 340,000). AID 485347. P14416. potentiation, % at 10 µM. HEK293 T-REx D2, calcium flux, EC20 dopamine potentiation;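 active means potentiation over 3 SD above the plate norm, cut at about 30% in these data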; further: 0% is about no effect
Target sequence (P14416 whole entry, looked up): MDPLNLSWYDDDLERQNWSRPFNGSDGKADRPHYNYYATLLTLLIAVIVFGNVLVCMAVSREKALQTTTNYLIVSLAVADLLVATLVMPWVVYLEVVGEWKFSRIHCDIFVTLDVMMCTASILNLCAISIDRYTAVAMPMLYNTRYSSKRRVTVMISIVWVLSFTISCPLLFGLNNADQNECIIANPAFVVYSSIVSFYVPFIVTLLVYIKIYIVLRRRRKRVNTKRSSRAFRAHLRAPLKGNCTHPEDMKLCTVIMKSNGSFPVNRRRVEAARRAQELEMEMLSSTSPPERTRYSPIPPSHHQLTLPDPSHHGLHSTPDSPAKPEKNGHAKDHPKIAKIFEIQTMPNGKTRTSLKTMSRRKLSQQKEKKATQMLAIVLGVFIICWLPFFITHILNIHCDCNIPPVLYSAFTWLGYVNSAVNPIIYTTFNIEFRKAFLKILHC
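Cells plated with tetracycline inducer and held overnight at 30 C; calcium dye loaded 30–90 min at room temperature; baseline taken, compound added and read 180 s; EC20 dopamine then added and read 180 s.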
The depositor's hits bear a star; ? = inconclusive; · = no result given. Unless noted, the call rests on the fitted dose curve; in most records, active means well fitted curve in the direction sought with a large enough effect; inconclusive means small, poorly fitted or top-dose-only effect, or another doubt; inactive means no such curve, though single readings can be large; an effect the other way counts as inactive or inconclusive. This is a subset (hit frequency here may not be typical).

A first look:
SMILES	D1 PAM	Vif-APOBEC3F blk	RXFP1 agonist	LDHA block	D1 ag	Vif-APOBEC3G blk	GRP78 ERSR act	D1 antag	D2 PAM
Cc1[nH]c2ccccc2c1C(=O)CN1C(=O)C(=O)N(CCC2=CCCCC2)C1=O	0	-4%	-0.7%	-4	0	2%	-7%	-32*	-1
O=C(CCCN1C(=O)c2ccccc2C1=O)Oc1ccc(F)cc1	-6	-2%	-0.5%	-14	0	0%	-1%	-32*	-10
COc1ccc(N2C(=O)C3CCCN3C2c2cccc(OC)c2)cc1 (stereo not given)	-2	0%	1.6%	1	1	-3%	1%	-2	-10
Cc1cccc(Cn2cc3c(=O)n(CC(=O)Nc4ccc(C)c(F)c4)nc-3c3cc(F)ccc32)c1	2	-1%	1.1%	-1	2	0%	-3%	-16	7
CCOc1ccc(S(=O)(=O)NCCCN2CCCC2=O)cc1	10	-1%	-0.2%	-4	5	-1%	-1%	8	0
Cc1ccc(CNC(=O)CN(C(=O)C2(C)CC(=O)N=C3C=CC=CN32)c2cc(C)ccc2C)cc1 (stereo not given)	-4	-3%	2.4%	-4	3	0%	-3%	-14	-3
COc1cc2c(cc1OC)CC(=O)NC=C2	4	-7%	-0.6%	-6	5	3%	-6%	2	17
Cc1ccccc1/C=C1\CCCc2ccccc2C1=O	-2	-1%	1.2%	4	0	-1%	4%	-4	8
CCOCCCNC(=O)Cn1nc(C)n2c(cc3cc(C)ccc32)c1=O	-2	4%	15%	-6	-2	-8%	-1%	1	7
CCOC(=O)C1=C(COC(=O)c2ccco2)NC(=O)NC1CC (stereo not given)	-2	-19%	1.2%	1	1	5%	-3%	-2	-11
O=C(CN(c1ccccn1)S(=O)(=O)c1ccc(F)cc1)Nc1ccccc1	-5	4%	-0.8%	-1	0	0%	-2%	6	-1
Cc1ccc(/C([O-])=C(/C(=S)NCc2ccccc2)[n+]2ccccc2)cc1[N+](=O)[O-]	-2	7%	0.4%	2	-5	-6%	-1%	4	-18
O=C(NCCc1csc(-c2ccc(C(F)(F)F)cc2)n1)c1ccc(F)c(F)c1	-6	0%	-0.1%	3	3	-9%	-3%	-9	2
Cc1ccc(NC(=O)c2ccc(S(=O)(=O)NCc3cccnc3)cc2)cc1C	-5	1%	0.5%	-8	-1	-5%	-1%	-8	-10
NS(=O)(=O)c1ccc(NC(=O)c2ccc(S(=O)(=O)N3CCOCC3)o2)cc1	-10	1%	-5.4%	-9	2	0%	-4%	-14	-5

The listing, repeating the preview:
SMILES	D1 PAM	Vif-APOBEC3F blk	RXFP1 agonist	LDHA block	D1 ag	Vif-APOBEC3G blk	GRP78 ERSR act	D1 antag	D2 PAM
Cc1[nH]c2ccccc2c1C(=O)CN1C(=O)C(=O)N(CCC2=CCCCC2)C1=O	0	-4%	-0.7%	-4	0	2%	-7%	-32*	-1
O=C(CCCN1C(=O)c2ccccc2C1=O)Oc1ccc(F)cc1	-6	-2%	-0.5%	-14	0	0%	-1%	-32*	-10
COc1ccc(N2C(=O)C3CCCN3C2c2cccc(OC)c2)cc1 (stereo not given)	-2	0%	1.6%	1	1	-3%	1%	-2	-10
Cc1cccc(Cn2cc3c(=O)n(CC(=O)Nc4ccc(C)c(F)c4)nc-3c3cc(F)ccc32)c1	2	-1%	1.1%	-1	2	0%	-3%	-16	7
CCOc1ccc(S(=O)(=O)NCCCN2CCCC2=O)cc1	10	-1%	-0.2%	-4	5	-1%	-1%	8	0
Cc1ccc(CNC(=O)CN(C(=O)C2(C)CC(=O)N=C3C=CC=CN32)c2cc(C)ccc2C)cc1 (stereo not given)	-4	-3%	2.4%	-4	3	0%	-3%	-14	-3
COc1cc2c(cc1OC)CC(=O)NC=C2	4	-7%	-0.6%	-6	5	3%	-6%	2	17
Cc1ccccc1/C=C1\CCCc2ccccc2C1=O	-2	-1%	1.2%	4	0	-1%	4%	-4	8
CCOCCCNC(=O)Cn1nc(C)n2c(cc3cc(C)ccc32)c1=O	-2	4%	15%	-6	-2	-8%	-1%	1	7
CCOC(=O)C1=C(COC(=O)c2ccco2)NC(=O)NC1CC (stereo not given)	-2	-19%	1.2%	1	1	5%	-3%	-2	-11
O=C(CN(c1ccccn1)S(=O)(=O)c1ccc(F)cc1)Nc1ccccc1	-5	4%	-0.8%	-1	0	0%	-2%	6	-1
Cc1ccc(/C([O-])=C(/C(=S)NCc2ccccc2)[n+]2ccccc2)cc1[N+](=O)[O-]	-2	7%	0.4%	2	-5	-6%	-1%	4	-18
O=C(NCCc1csc(-c2ccc(C(F)(F)F)cc2)n1)c1ccc(F)c(F)c1	-6	0%	-0.1%	3	3	-9%	-3%	-9	2
Cc1ccc(NC(=O)c2ccc(S(=O)(=O)NCc3cccnc3)cc2)cc1C	-5	1%	0.5%	-8	-1	-5%	-1%	-8	-10
NS(=O)(=O)c1ccc(NC(=O)c2ccc(S(=O)(=O)N3CCOCC3)o2)cc1	-10	1%	-5.4%	-9	2	0%	-4%	-14	-5
O=C(Nc1nnc(C2CC2)s1)c1cncc(Br)c1	·	2%	·	-2	·	-1%	1%	·	·
O=C(Oc1c(-c2ccccc2)oc2ccccc2c1=O)c1ccccc1	-5	-2%	1.1%	-5	3	0%	13%	6	-3
Cc1ccc(S(=O)(=O)N(C)c2c(C)ccc(S(=O)(=O)NC(C)(C)C)c2C)cc1	-4	8%	-0.3%	-5	1	4%	1%	-2	9
Cc1ccc(C(C(=O)NC2CCCC2)N2CCCC(C)C2)cc1 (stereo not given)	-2	-1%	0.3%	-3	-1	4%	-3%	5	3
CCCN1CCN(c2nc(-c3cccs3)nc3ccccc23)CC1	-10	-1%	1.6%	-12	5	1%	-5%	-18	-15
CNC(=O)C1=NCCCc2cc(OC)c(OC)cc21	-2	-11%	1.7%	-3	3	1%	-3%	-3	2
COc1cccc(N(C(=O)c2cccs2)c2nc3ccccc3s2)c1	-7	-3%	0.5%	-7	2	0%	3%	-5	14
O=C(CCN1C(=O)c2ccccc2S1(=O)=O)Nc1ccc(F)c(F)c1F	0	6%	0.2%	-10	4	1%	0%	6	4
CN1CCc2ccccc2C1Cc1ccccc1NC(=O)c1sc2ccccc2c1Cl (stereo not given)	-3	0%	3.7%	-6	2	-4%	10%	27	·
O=[N+]([O-])c1cc2c(cc1CN1CCN(CCOCCO)CC1)OCO2	-1	-7%	-0.3%	12	4	-1%	-2%	-4	-2
Additional results:
SMILES	D1 PAM	Vif-APOBEC3F blk	RXFP1 agonist	LDHA block	D1 ag	Vif-APOBEC3G blk	GRP78 ERSR act	D1 antag	D2 PAM
CC1=C(C(=O)OC(C)C)C2(O)C(=O)c3ccccc3C2(O)N1 (stereo not given)	-4	·	-1.6%	2	0	1%	2%	-13	-6
CCC(C)NS(=O)(=O)c1ccc(S(=O)(=O)N2CC=C(c3ccc(F)cc3)CC2)cc1 (stereo not given)	-13	-4%	0.1%	-4	2	-3%	-7%	-12	-6
O=C(CCCc1ccccc1)Nc1ccc(Br)cc1F	1	0%	9.4%	-3	2	-4%	6%	-9	10
O=C(CSc1nc(C(F)(F)F)cc(=O)[nH]1)Nc1nccs1	3	8%	0.7%	-5	2	2%	-4%	6	0
O=C(NCCc1ccccc1)c1cnc2sc(N3CCOCC3)nn2c1=O	-8	1%	7.5%	-2	0	1%	1%	29	16
CCN(c1ccccc1)S(=O)(=O)c1cc(C(=O)NCc2ccco2)ccc1C	-5	-4%	-0.8%	1	0	0%	-6%	-9	1
CCOc1ccc(S(=O)(=O)NCCc2ccccn2)cc1	·	-3%	·	2	·	0%	-4%	·	·
C=CCSc1nc2ccccc2n1S(=O)(=O)c1ccc(C)cc1	6	-18%	-0.8%	-5	17	1%	-1%	17	1
Cc1ccc(C(=O)NC(=S)NNC(=O)c2ccc([N+](=O)[O-])cc2)cc1	-6	0%	1.3%	-4	20	1%	1%	6	0
Oc1ccccc1C1N=C(c2ccccc2)NC(c2ccccc2)=N1	1	-4%	-1.1%	-6	3	0%	-4%	5	5
COC1=CC(=O)C=C(OC)C1(O)CC(C)=O	·	5%	·	23	·	3%	-4%	·	·
CCC(=O)Nc1cccc(C2=NOC3(C2)C[C@@H](C(N)=O)N(C(=O)c2cc([N+](=O)[O-])cc([N+](=O)[O-])c2)C3)c1 (stereo not given in full)	-1	-1%	-3.7%	1	5	-1%	3%	-4	2
COc1ccc(-c2nnc3ccc(SCC(=O)NCc4ccco4)nn23)cc1	3	1%	13%	-4	-1	-4%	-1%	12	9
Cn1c(=O)c2c(SCC(=O)N3CCOCC3)nc(-c3ccccc3Cl)nc2n(C)c1=O	0	-9%	26%	-7	-1	0%	-3%	3	-4
COc1ccccc1NC(=O)C(C)OC(=O)C(C)SCC(=O)Nc1ccc(C)cc1 (stereo not given)	-2	-15%	0.9%	2	1	-1%	-4%	4	-14
CC1CCCCN1C(=O)c1ccc2c(c1)N(Cc1cccc(Cl)c1)C(=O)c1ccccc1S2=O (stereo not given)	1	2%	-0.9%	-2	1	-2%	-3%	3	-7
N#Cc1ccc(CNc2cnccn2)cc1	0	-10%	2.9%	5	3	3%	-1%	-4	2
CC1CCCCN1CCCNC(=O)c1[nH]c2ccccc2c1Sc1ccc(Cl)cc1 (stereo not given)	-5	5%	-1.2%	3	0	?	-11%	-18	-3
CCCCOC(=O)c1ccc(NC(=O)c2cnccn2)cc1	0	-2%	-0.5%	-3	1	1%	5%	-22	4
COc1ccc(C(=O)Nc2ccc(-n3nncc3-c3ccc(OC)c(OC)c3)cc2)cc1	-1	-2%	-1.7%	-1	2	-5%	-2%	-9	-1
CC(C)CN(C(=O)COC(=O)c1cncc(Br)c1)c1c(N)n(Cc2ccccc2)c(=O)[nH]c1=O	0	?	-1.2%	-7	7	-10%	-5%	8	16
Cc1cc(C)c2cc(CN(CC3CCCO3)C(=S)NCc3ccco3)c(=O)[nH]c2c1 (stereo not given)	3	-6%	3.4%	-2	1	0%	-2%	5	4
